# Assay outcomes deposited in PubChem BioAssay by several laboratories.
# EP2 modulator: modulators of human EP2 prostaglandin E2 receptor | EP2-expressing cells, cAMP HTRF FRET, PGE2 co-stimulation | induction, % at 25 µM | 0.83% of 260,000 active;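 active = compounds whose cAMP rise, as percent of the full-agonist control response, exceeds 60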;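 also: rat C6 glioma line stably carrying human EP2 under a CMV promoter; the protocol text gives 20 µM as final concentration; 100% = response of wells given 1 µM PGE2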
# Target sequence (P43116 whole entry, looked up): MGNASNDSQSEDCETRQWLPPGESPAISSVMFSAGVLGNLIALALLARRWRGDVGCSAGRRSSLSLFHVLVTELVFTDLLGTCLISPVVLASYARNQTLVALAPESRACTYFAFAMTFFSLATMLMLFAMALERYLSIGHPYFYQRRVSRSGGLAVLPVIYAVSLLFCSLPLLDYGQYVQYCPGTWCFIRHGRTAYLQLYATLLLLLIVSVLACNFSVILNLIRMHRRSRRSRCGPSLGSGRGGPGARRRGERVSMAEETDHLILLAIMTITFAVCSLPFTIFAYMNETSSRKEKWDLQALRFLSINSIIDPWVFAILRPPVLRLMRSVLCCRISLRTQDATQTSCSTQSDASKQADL
# NPY2 pot ag: human NPY-Y2 potentiation or agonism, primary screen; P49146; cells expressing NPY-Y2, potentiator/agonist read-out; activation, % at 3.6 µM; 0.45% of 220,000 active; AID 1359; in the data active = activation above about 27%;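 also: cells stimulated with NPY near EC25 plus isoproterenol at EC100; 0% = vehicle plus submaximal agonist and 100% = vehicle plus saturating agonist; some results beyond the cut were filed as inactive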
# Target sequence (P49146 whole entry, looked up): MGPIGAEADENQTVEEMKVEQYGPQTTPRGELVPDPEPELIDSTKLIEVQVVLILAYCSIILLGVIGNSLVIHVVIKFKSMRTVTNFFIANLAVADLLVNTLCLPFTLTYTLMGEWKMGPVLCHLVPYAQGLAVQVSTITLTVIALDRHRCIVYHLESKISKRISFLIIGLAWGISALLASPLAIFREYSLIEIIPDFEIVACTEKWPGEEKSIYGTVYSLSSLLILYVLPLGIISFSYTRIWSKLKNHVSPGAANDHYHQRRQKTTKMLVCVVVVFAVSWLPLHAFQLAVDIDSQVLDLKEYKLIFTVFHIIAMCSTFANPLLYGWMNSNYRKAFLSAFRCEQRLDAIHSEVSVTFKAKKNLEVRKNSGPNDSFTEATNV
# S1P4 antagonist: human S1P4 receptor antagonism. 0.26% of 220,000 active. inhibition, % at 4.98 µM. S1P4-expressing cells, antagonist mode, reporter read-out. O95977; in the data active = inhibition above about 29%;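 also: 0% = wells stimulated with agonist and 100% = vehicle wells without agonist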
# PGE2 EP2 inh: inhibitors of human EP2 prostaglandin E2 receptor. P43116. C6 glioma cells expressing human EP2, cAMP TR-FRET; cells stimulated with saturating PGE2. inhibition, % at 25 µM. 0.52% of 260,000 active;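 active = percent inhibition above 40 after rounding to a whole number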;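 also: rat C6 glioma host cells with rolipram phosphodiesterase inhibitor present; the protocol text gives 20 µM as final concentration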
# p97 ATPase inh: human p97 ATPase inhibition | inhibition, % at 8 µM | AID 1481 | recombinant p97 ATPase, Kinase-Glo ATP luminescence, 3 h | 0.42% of 220,000 active | P55072; in the data active = inhibition above about 15%;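 also: 0% = DMSO vehicle and 100% = wells lacking enzyme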
# S1P4 agonist: activates the human S1P4 receptor; S1P4-expressing cell line, agonist reporter assay; activation, % at 4.98 µM; 0.35% of 220,000 active; AID 1509; in the data active = activation above about 11%;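 also: 0% = DMSO vehicle and 100% = reference agonist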
# NPY-Y1 PAM-ag: potentiators or agonists of human neuropeptide Y receptor Y1 | P25929 | NPY-Y1 expressing cells, potentiator/agonist activation | activation, % at 3.6 µM | 0.37% of 220,000 active; in the data active = activation above about 33%, passing the limit was not always enough;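 also: cells stimulated with NPY at EC10 then isoproterenol at EC100; 0% = low agonist plus stimulus and 100% = saturating agonist plus stimulus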
# eIF4E-4G inh: blocks eIF4E binding to eIF4G. 0.37% of 220,000 active. TR-FRET eIF4E-eIF4GI(517-606) binding, 2 h. P63073+Q04637. AID 782. inhibition, % at 21.7 µM;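 active = inhibition above about 30%, limit read from the data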;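 also: 0% = full FRET control wells and 100% = background wells lacking eIF4GI fragment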
# NPY Y1 blocker: antagonists of human neuropeptide Y receptor Y1; AID 1040; HEK293-CNG Y1 cells, membrane potential fluorescence; NPY at EC95, then isoproterenol; inhibition, % at 3.6 µM; 1% of 200,000 active; P25929;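 active = inhibition above the campaign mean inhibition of all tested compounds plus 3 SD, cut at about 20% in these data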;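 also: 0% = DMSO wells given NPY plus isoproterenol and 100% = isoproterenol alone without NPY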
#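 Material: Y1- and CNG-channel-expressing HEK293 cells / Probe or stimulus: NPY 25 nM then isoproterenol 1 µM plus Ro 20-1724 25 µM / Doses: 3.6 µM single dose, DMSO 0.4% / Schedule: compound incubation 1 h at room temperature, readout 45 min post-stimulation / Signal: membrane potential fluorescence / Benchmarks: isoproterenol-only wells as full block versus NPY-plus-isoproterenol wells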
# Starred values were filed as active, the others as inactive; / = no result given; & = joins results of further samples; [ ] = another dose, or the depositor's remark. A portion of the library; count on the stated rates, not on these rows.
SMILES,EP2 modulator,NPY2 pot ag,S1P4 antagonist,PGE2 EP2 inh,p97 ATPase inh,S1P4 agonist,NPY-Y1 PAM-ag,eIF4E-4G inh,NPY Y1 blocker
CC(C)(C)c1cc(S(=O)(=O)CCc2ccccn2)cc(C(C)(C)C)c1F,56,7,-1,5,-5,-1.4,-1,-4,1
Cc1cccc(NCC(=O)N/N=C\c2cccn2C)c1,-49,1,-13,5,9,0.7,-14,-3,/
CCc1ccc(C2CC(=O)N3CN(c4ccccc4)CSC3=C2C#N)cc1 (stereo unspecified),13,4,-16,9,-7,2.3,-5,0,3
COc1ccc(OC)c(NC(=S)NCCN2CCOCC2)c1,14,1,-4,2,-4,-0.8,12,-7,-1
CC1=C(C)/C(=N\OS(=O)(=O)c2ccccc2)C=CC1=O,-80,12,42*,89*,3,-1.0,70*,-3,-5
COC(=O)/C(=C/Nc1ccccc1)[N+](=O)[O-],-6,19,-11,4,3,0.1,1,-2[fluorescence artefact?],-7
CN(C)C(=O)CN1CCN(c2nc3nonc3nc2N2CCCCC2)CC1,21,11,-10,5,1,0.0,4,0,3
Cc1ccc2c(C)c(C(=O)NCc3ccc(S(N)(=O)=O)cc3)oc2c1,-80,-5,9,3,-5,0.4,-9,-1,-13
NC(=O)COC(=O)CSc1ccc2ccccc2c1,36,-34,-15,11,2,-0.8,-39,0,22*
CN(C)S(=O)(=O)c1cccc(C(=O)C2=C3SC=C(c4ccccc4)N3CC2)c1,5,-11,-11,23,4,2.7,-11,4[fluorescence artefact?],-6
CC(=O)c1c(C)[nH]c(C(=O)CSc2ncnc3sc(-c4ccccc4)cc23)c1C,-35,-2,-9,12,-4,-0.5,-16,0,4
CC(=O)C1C(c2ccncc2)NC(=O)NC1(O)C(F)(F)F (stereo unspecified),22,3,-3,1,3,-1.7,7,4[fluorescence artefact?],5
CCSc1sc(CC)cc1C=O,49,3,-21,3,-1,0.1,-3,-1,-4
c1cnn(Cc2cnc(N3CCOCC3)s2)c1,5,-8,-13,8,0,0.6,0,4,1
Cc1ccccc1NC(=O)CSc1nnnn1C,-4,-16,4,3,0,-1.3,-9,2[fluorescence artefact?],5

# Compound profiles (already shown). Order of values: EP2 modulator | NPY2 pot ag | S1P4 antagonist | PGE2 EP2 inh | p97 ATPase inh | S1P4 agonist | NPY-Y1 PAM-ag | eIF4E-4G inh | NPY Y1 blocker
# Cc1cccc(NCC(=O)N/N=C\c2cccn2C)c1 as listed: -49 | 1 | -13 | 5 | 9 | 0.7 | -14 | -3 | /
# CCSc1sc(CC)cc1C=O as listed: 49 | 3 | -21 | 3 | -1 | 0.1 | -3 | -1 | -4

# Additional entries.
SMILES,EP2 modulator,NPY2 pot ag,S1P4 antagonist,PGE2 EP2 inh,p97 ATPase inh,S1P4 agonist,NPY-Y1 PAM-ag,eIF4E-4G inh,NPY Y1 blocker
CCOC(=O)c1nnn(CC(=O)Nc2cc(F)ccc2F)c1C(=O)OCC,4,8,12,14,2,-1.7,7,1,2
CN(c1ccc(C(=O)NCCSCc2ccc(Cl)cc2)cc1)S(=O)(=O)c1ccccc1,-6,10,-36,5,-3,1.0,-23,-3[fluorescence artefact?],8
Cc1ccnc(NS(=O)(=O)c2ccc(NC(=O)C34CC5CC(C)(CC(C)(C5)C3)C4)cc2)n1,-15,-6,-23,13,0,3.4,13,-5,-4
COC(=O)c1ccc(OCCOCCOc2cccc3ccc(C)nc23)cc1,-99,-3,-25,10,1,-2.3,-5,-4,-4
O=C(NC1CCC(NC(=O)C(F)(F)C(F)F)CC1)C(F)(F)C(F)F (stereo unspecified),23,13,2,10,3,-0.3,-3,4,-4
Cc1ccc(C(=O)NC(=S)Nc2cccc(NC(=O)c3ccccc3)c2)cc1[N+](=O)[O-],-83,7,-10,13,1,2.0,-17,2,-4
CC(C)OCCCNC(=O)c1cc(Sc2ccc(F)cc2)nc2ccccc12,3,-11,-4,9,-1,-0.5,-37,6[fluorescence artefact?],8
COc1cc(C(=O)NCC(=O)OCCN2C(=O)c3ccccc3C2=O)cc(OC)c1OC,14,-7,-6,10,5,0.0,-7,-3,3
CC(C)(C)NC(=O)C(c1ccncc1)N(Cc1ccco1)C(=O)c1ccc(-c2ccccc2)[nH]1 (stereo unspecified),-29,-5,15,8,4,-0.8,0,1,-8
Cc1[nH]c2ccccc2c1/C=N/Nc1ccc([N+](=O)[O-])cc1,-4,56*,-9,10,2,-2.5,65*,3[fluorescence artefact?],-15
Cn1c(=O)c([N+](=O)[O-])c(-n2ccnc2)c2ccccc21,-92,-13,9,14,5,-0.6,19,-3,-3
O=C(Cn1cc2c(n1)CCCCC2)Nc1ccccc1Cl,-17,-3,0,8,-7,0.1,-32,-3,/
COc1ccc(C(=O)NC(=S)Nc2ccccc2N2CCOCC2)cc1[N+](=O)[O-],43,1,-4,2,3,0.9,8,13,1
COc1cccc(OC)c1C(=O)NC(C)c1ccccc1 (stereo unspecified),16,-24,-15,-3,-4,0.9,0,0,-2
CC1CCCCN1C(=O)NC12CC3CC(CC(C3)C1)C2 (stereo unspecified),12,-11,1,5,3,0.6,3,-2[fluorescence artefact?],1

# Ordered by the number under NPY-Y1 PAM-ag (lowest first): some entries from above
SMILES	NPY-Y1 PAM-ag
CN(C)S(=O)(=O)c1cccc(C(=O)C2=C3SC=C(c4ccccc4)N3CC2)c1	-11
COC(=O)c1ccc(OCCOCCOc2cccc3ccc(C)nc23)cc1	-5
CC1=C(C)/C(=N\OS(=O)(=O)c2ccccc2)C=CC1=O	70*

# Carrying on.
SMILES,EP2 modulator,NPY2 pot ag,S1P4 antagonist,PGE2 EP2 inh,p97 ATPase inh,S1P4 agonist,NPY-Y1 PAM-ag,eIF4E-4G inh,NPY Y1 blocker
COc1ccc(C2N(C(=O)c3ccccc3)CCN2C(=O)c2ccccc2)cc1,19,9,-4,3,0,-1.8,2,-3,-4
CC(=O)OCC(=O)N1N=C(c2ccc3ccccc3c2)CC1c1ccccc1 (stereo unspecified),25,-21,-3,5,-1,3.0,0,5,6
CSc1ccccc1C(=O)Nc1cc([N+](=O)[O-])ccc1C,12,7,-11,8,4,-0.3,4,1,3
O=C(C1CCCN(S(=O)(=O)c2cccc3nonc23)C1)N1CCN(c2ccccc2)CC1 (stereo unspecified),-17,-2,-8,16,4,-2.2,-11,7,-5
COc1ccc(C(=O)C(CCCCC(CN(C)C)C(=O)c2ccc(OC)cc2)CN(C)C)cc1 (stereo unspecified),-16,-23,-1,/,-4,-4.5,-93,5,21*
N#C/C(=C(/O)CO/N=C/c1ccccc1Cl)c1nc2ccccc2[nH]1,-7,18,-11,3,6,0.2,15,5,/
Cc1ccc2cc(CCNC(=O)C3CCCC3)c(=O)[nH]c2c1,-11,-4,-13,12,-3,1.1,6,2,-6
CCCCOC(=O)CSC1=C(C#N)C(c2cccnc2)C(C(=O)OCC)=C(c2ccccc2)N1 (stereo unspecified),26,-13,-10,8,-11,-0.7,-22,6,0
Cc1ccc2c(c1)nnn2C1CCN(CC(=O)N(c2ccccc2)c2ccccc2)CC1,20,-21,5,2,0,1.0,-13,-8,/
O=C1CCc2cc(S(=O)(=O)N3CCC(C(=O)NCCC4=CCCCC4)CC3)ccc2N1,-6,-3,-13,15,4,-2.0,12,5,-2
O=C(CN1CCN(C(c2ccccc2)c2ccccc2)CC1)N1CCN(c2ccccc2)CC1,22,-40,17,6,-1,-2.3,-27,1,/
CC(=O)OC1OCCOC1NC(=S)NCc1ccco1 (stereo unspecified),21,-6,-22,7,5,0.9,3,-3,4
CS(=O)(=O)N(CC(=O)Nc1ccccc1C(=O)NCCc1ccccc1)c1ccc2c(c1)OCCO2,-4,-19,-1,8,3,1.3,-9,-8,0
CN(C)S(=O)(=O)Oc1ccsc1C(=O)Nc1ccc(C(F)(F)F)cc1,-28,24,0,4,3,1.0,17,1,-3
CN(C)c1ccc(S(=O)(=O)NCC(=O)OCC(=O)Nc2cccc(Cl)c2)cc1[N+](=O)[O-],-40,-2,-1,21,-3,2.0,1,2,-2
CC(Nc1ccccc1)c1cccnc1 (stereo unspecified),23,40*,-9,7,5,1.7,0,-1,1
Cc1cc(OCC(=O)NC(C)C)cc(C)c1Cl,-37,-6,-16,9,-6,-1.7,-21,3,7
CCCCc1n[nH]c(=S)n1Cc1ccc(Cl)cc1,52,4,-18,6,0,0.8,9,-1,-2
CC1(C)Cc2ccccc2-c2nnc(SCC(=O)Nc3nc4ccccc4s3)n21,-38,2,-21,9,1,-0.1,-4,-26,6
O=C(Nc1nc(-c2ccccn2)cs1)C1CCCC1,-70,-5,-15,5,3,-2.0,-14,1,7
CCOc1ccc(-c2nnn(CC(=O)NCCc3c[nH]c4ccccc34)n2)cc1,-60,-31,5,5,0,-0.8,-9,-1,3
CCOC(=O)c1c(NC(=O)CSc2nnc(CNc3ccc(F)cc3)o2)sc(C(C)=O)c1C,-17,1,-21,10,-1,-1.1,0,-3,-2
Cc1ccc2nc(-c3ccc(NC(=O)COC(=O)c4ccc([N+](=O)[O-])o4)cc3)sc2c1,-16,0,-3,3,-1,-0.4,10,3,0
CCOc1ccc(-n2c(Cc3ccccc3)nnc2SCc2c(C)noc2C)cc1,3,-20,-3,17,-12,0.7,-16,2,8
CC(=O)c1ccc(-n2c(-c3cc(-c4ccco4)[nH]n3)n[nH]c2=S)cc1,-10&7,-19,-8,15&8,-1,-0.5,-5,-5,8
c1ccc(Cn2nnc3c(Nc4ccc5c(c4)OCO5)nc(C4CC4)nc32)cc1,6,11,-8,7,3,-1.7,-11,-2,5
CC(=O)NC1CCC(C(=O)O)(c2ccccc2)C1 (stereo unspecified),19,-1,5,3,0,-2.3,-13,-6,-6
CCN(CC)c1ccc(NC(=S)Nc2ccc(F)cc2)cc1,-65,11,0,2,3,0.1,23,-5,0
COc1ccc(C(=O)NC(=S)N(Cc2ccccc2)Cc2ccccc2)cc1,38,0,-20,3,0,-0.5,-8,5,-5

# Gathered by group, those above with a Cl atom
SMILES,EP2 modulator,NPY2 pot ag,S1P4 antagonist,PGE2 EP2 inh,p97 ATPase inh,S1P4 agonist,NPY-Y1 PAM-ag,eIF4E-4G inh,NPY Y1 blocker
CN(c1ccc(C(=O)NCCSCc2ccc(Cl)cc2)cc1)S(=O)(=O)c1ccccc1,-6,10,-36,5,-3,1.0,-23,-3[fluorescence artefact?],8
O=C(Cn1cc2c(n1)CCCCC2)Nc1ccccc1Cl,-17,-3,0,8,-7,0.1,-32,-3,/
N#C/C(=C(/O)CO/N=C/c1ccccc1Cl)c1nc2ccccc2[nH]1,-7,18,-11,3,6,0.2,15,5,/
CN(C)c1ccc(S(=O)(=O)NCC(=O)OCC(=O)Nc2cccc(Cl)c2)cc1[N+](=O)[O-],-40,-2,-1,21,-3,2.0,1,2,-2
Cc1cc(OCC(=O)NC(C)C)cc(C)c1Cl,-37,-6,-16,9,-6,-1.7,-21,3,7
CCCCc1n[nH]c(=S)n1Cc1ccc(Cl)cc1,52,4,-18,6,0,0.8,9,-1,-2
